Assay outcomes from PubChem.
LMNA splice mod: LMNA splicing modulation | HeLa LMNA splicing GFP/RFP minigene ratio, 48 h | Potency, µM (top dose mostly 46.1 µM), for the others: at the top dose ratio change, negative = inhibition, usual class: inhibitors | 200,000 compounds, 0.01% hits | AID 1487; active = well fitted inhibition curve with a large enough effect in the signal ratio, with a control signal flat, not every such curve was filed as active; inconclusive = small, poorly fitted or top-dose-only effect, or effect the other way, or a change in a side signal; the % refers to the signal ratio; also: potency is read from the fitted curve at half-maximal effect; % is scaled to controls: 0 for no effect and ±100 for the full control effect
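S3 HeLa stable clones carrying a lamin A-EGFP splicing minigene plus DsRed2 were seeded at 600 cells/well in Opti-MEM with 2% FBS, pin-dosed and incubated 48 h at 37°C. Acumen cytometry (488 nm) gave the GFP/RFP total-intensity ratio.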
NPSR antagonist: neuropeptide S receptor (human) antagonism, cAMP | Q6W5P4 | CHO-NPSR cells, cAMP TR-FRET, antagonist mode | Potency, µM (series often up to 38.3 µM), inactives show top-dose activity change, negative = inhibition, usual class: inhibitors | 220,000 compounds, 1% hits | AID 1461; also: potency is read from the fitted curve at half-maximal effect; % is scaled to controls: 0 for no effect and ±100 for the full control effect; nearly all actives have a fitted effect of over 50% in size; many of its hits are not listed in these tables
Epigenetic reg: regulators of epigenetic silencing causing reporter derepression in mouse cells; murine LDR cells, GFP reporter derepression, 30 h; Potency, µM (top dose mostly 53.9 µM), for the others: at the highest dose GFP activation, actives largely listed as activators; 280,000 compounds, 0.2% hits; also: potency is read from the fitted curve at half-maximal effect; % of control where 0% means no effect; nearly all actives have a fitted effect of over 60% in size
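GFP-positive cell count by laser-scanning cytometry (objects 20–120 um) after 30 h, 37 C compound exposure of murine LDR cells; reporter is CMV-GFP integrated at a silenced locus, inducible by HDAC or DNMT inhibitors.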
KinaseGlo FLuc: Kinase-Glo luciferase inhibition (counter-screen); Q27757; Kinase-Glo luciferase, ATP luminescence, 8 min; Potency, µM (series often up to 38.3 µM), for the others: at the top dose activity change, negative = inhibition, most hits filed as inhibitors; 200,000 compounds, 0.28% hits; AID 1379; also: potency is read from the fitted curve at half-maximal effect; % is scaled to controls: 0 for no effect and ±100 for the full control effect; nearly all actives have a fitted effect of over 60% in size
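Luminescence was the read-out, taken after 8-minute incubation at ambient temperature. Luciferase turned over luciferin with 10 uM ATP in imidazole pH 7.2 buffer containing KCl, MgCl2, Tween 20 and BSA.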
CBFb-RUNX1 inh: inhibitors of human CBF-beta and RUNX1 interaction; Q01196+Q13951; AlphaScreen CBFb-His/RUNX1-biotin binding, biochemical; Potency, µM (titrated, usually from 59.8 µM), without a hit: at the top dose activity, negative = inhibition, most hits filed as inhibitors; 230,000 tested, under 10 active; AID 1477; also: % of control where 0% means no effect
Target sequence (Q01196 whole entry, looked up): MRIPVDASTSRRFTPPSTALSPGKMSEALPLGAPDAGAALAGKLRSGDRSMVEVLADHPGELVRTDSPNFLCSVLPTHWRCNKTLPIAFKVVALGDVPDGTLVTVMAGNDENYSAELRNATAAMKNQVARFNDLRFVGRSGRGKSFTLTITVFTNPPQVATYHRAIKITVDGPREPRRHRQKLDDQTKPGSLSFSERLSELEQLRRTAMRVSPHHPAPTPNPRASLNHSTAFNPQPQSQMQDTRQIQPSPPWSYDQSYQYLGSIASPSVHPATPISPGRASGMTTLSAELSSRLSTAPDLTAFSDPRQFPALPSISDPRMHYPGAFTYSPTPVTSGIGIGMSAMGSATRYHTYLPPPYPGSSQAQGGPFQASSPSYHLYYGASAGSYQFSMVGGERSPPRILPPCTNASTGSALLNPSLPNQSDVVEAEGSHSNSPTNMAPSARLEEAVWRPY
Target sequence (Q13951 whole entry, looked up): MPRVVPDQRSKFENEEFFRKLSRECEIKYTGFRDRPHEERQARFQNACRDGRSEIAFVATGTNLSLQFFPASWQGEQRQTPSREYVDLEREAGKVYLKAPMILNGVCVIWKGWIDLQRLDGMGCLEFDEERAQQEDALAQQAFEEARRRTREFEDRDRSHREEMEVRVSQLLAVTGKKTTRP
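Proteins preincubated together for 20 min at RT before compound addition; 15 min later, nickel and streptavidin beads were added and left 90 min prior to AlphaScreen measurement.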
IMPase Li cell: cell-permeable IMPase inhibitors with lithium potentiation; 210,000 compounds, 0.35% hits; AID 1457; CHO-M1 cells, IP1 TR-FRET (IP-One), carbachol + lithium; Potency, µM (doses to about 59.4 µM), for inactives: top-dose activity, negative = IMPase inhibition, most hits filed as inhibitors;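 also: IP1 builds up when IMPase is blocked and the TR-FRET signal falls; potency is read from the fitted curve at half-maximal effect; plate controls were basal vehicle for no effect and high inhibitor control for full effect; nearly all actives have a fitted effect of over 50% in size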
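CHO-M1, 2000 cells/well, 16–30 h culture; cpd + low Li+, 30 min 37C; lysis with d2-IP1/Eu-anti-IP1 Ab, 10 min RT; TR-FRET 665/620 ratio and 620 channel; AC50 via Hill.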
GLA spleen mod: inhibitors or activators of human alpha-galactosidase in spleen homogenate; Potency, µM (titrated, usually from 80 µM), inactives show at the highest dose activity change, negative = inhibition, hits mostly inhibitors; 240,000 compounds, 0.008% hits; human spleen homogenate, 4MU-alpha-Gal fluorescence, 40 min; P06280;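 also: potency is read from the fitted curve at half-maximal effect; 0% = enzyme with vehicle and -100% = no enzyme basal signal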
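Spleen homogenate 1 ug + cpd (titration) + 4-MU-alpha-D-galactopyranoside 1 mM; 37C 40 min; 50 mM citrate/phosphate pH 5.0, 0.01% Tween-20; stop pH 10; fluorescence 365/440; AC50 via Hill.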
The depositor's hits bear a star; ? = inconclusive; · = no result given; & = joins results of further samples; [ ] = dose if it differs, or a comment. Unless noted, calls follow the shape of the dose curve; as a rule, active = well fitted curve in the direction sought with a large enough effect; inconclusive = small, poorly fitted or top-dose-only effect, or another doubt; inactive = no such curve, though single readings can be large; an effect the other way counts as inactive or inconclusive. This is a subset; the hit share may differ from the screen's.

cpd	canonical_smiles	LMNA splice mod	CBFb-RUNX1 inh	NPSR antagonist	GLA spleen mod	Epigenetic reg	IMPase Li cell	KinaseGlo FLuc
1	CC(=O)c1cccc(NC(=O)CCNS(=O)(=O)c2cccc3nonc23)c1	6%[9.22 µM]	-4%	2%	-2%	0.1%	1%	0%
2	COC(=O)CCC(=O)N1CCCC(CO)(Cc2ccccc2C)C1 (centres undefined)	6%[46 µM]	3%	8%	11%	-5.1%	6%	2%
3	CCC(=O)Nc1ncc2c(n1)CC(c1ccco1)CC2=O (centres undefined)	-8%	2%	-1%[46.1 µM]	6%	-1.0%	-6%	-3%
4	C=CCN1CCc2nc(N)sc2CC1	?	7%&-1%&3%	-1%	3%&3%&0%	0.0%&0.0%	6%&3%	-3%
5	COc1ccc(C2=NOC(C(=O)NCCN3CCOCC3)C2)cc1 (centres undefined)	24%	2%	-6%[46.1 µM]	0%	-1.3%	-5%[38.3 µM]	-2%
6	COc1cccc(-n2nnnc2S(C)(=O)=O)c1	?	3%	10µM*	5%	-1.3%	28%[38.3 µM]	4%
7	S=c1[nH]nc(-c2ccncc2)n1/N=C/c1cccc2ccccc12	-2%	12%	-11%	-6%	0.1%	2%	5%
8	CC1CCCCC1NC(=O)CCCCCn1c(=S)[nH]c2ccccc2c1=O (centres undefined)	5%[46 µM]	7%	-27%	-5%	1.1%	9%	1%
9	Cc1ccc(NC(=O)c2ccc(Cl)nc2)cc1	2%[46 µM]	5%	-2%	7%	-2.6%	2%	0%
10	Cc1coc2c(C)c3oc(=O)c4c(c3cc12)CCCC4	-5%	0%	-4%[46.1 µM]	3%	0.0%	26%[38.3 µM]	-1%

Reprinted at random: 2 records from the list.
cpd	canonical_smiles	LMNA splice mod	CBFb-RUNX1 inh	NPSR antagonist	GLA spleen mod	Epigenetic reg	IMPase Li cell	KinaseGlo FLuc
10	Cc1coc2c(C)c3oc(=O)c4c(c3cc12)CCCC4	-5%	0%	-4%[46.1 µM]	3%	0.0%	26%[38.3 µM]	-1%
3	CCC(=O)Nc1ncc2c(n1)CC(c1ccco1)CC2=O (centres undefined)	-8%	2%	-1%[46.1 µM]	6%	-1.0%	-6%	-3%

(listing goes on)
cpd	canonical_smiles	LMNA splice mod	CBFb-RUNX1 inh	NPSR antagonist	GLA spleen mod	Epigenetic reg	IMPase Li cell	KinaseGlo FLuc
11	CCc1cccc(C)c1NC(=O)COC(=O)c1ccc2c(c1)S(=O)(=O)c1ccccc1C2=O	-8%	10%	16%	3%	0.9%	-5%	3%
12	CCOC(=O)c1ccc(NC(=O)Cn2cccc2)cc1	?	-2%	-3%[46.1 µM]	1%	-0.9%	5%[38.3 µM]	-1%
13	COc1ccc(-c2nc3ccccn3c2NCc2ccc3c(c2)OCO3)cc1	-7%	-18%	-2%[46.1 µM]	1%	0.0%	2%	-4%
14	Cc1ccc(C(=O)O/N=C(\N)c2cccc([N+](=O)[O-])c2)cc1	8%	-7%	-18%[46.1 µM]	-6%	0.2%	20%[38.3 µM]	-18%
15	COc1ccc(/C=N/NC(=O)c2[nH]nc3c2CCc2ccccc2-3)cc1OC	?	?	27%	-7%	-1.0%	-3%	4%
16	O=C(c1ccc(F)cc1)N(Cc1ccccc1)C1CCS(=O)(=O)C1 (centres undefined)	2%	2%	13%[46.1 µM]	-9%	0.1%	3%[38.3 µM]	2%
17	CCOC(=O)c1c(NC(=O)CSc2nnnn2C)sc(C(=O)N(C)C)c1C	-19%[46 µM]	15%	-5%	4%	-1.4%	1%	5%
18	Cc1ccc(NC(=O)CN2C(=O)NC3(CCc4ccccc43)C2=O)cc1Cl (centres undefined)	-6%	-4%	-4%[46.1 µM]	-12%	-1.0%	11%[38.3 µM]	0%
19	C=C1CCN(Cc2ccccc2)S(=O)(=O)c2ccccc21	·	23%&15%	1%	5%&3%	1.1%	·	·
20	Cc1ccc(Nc2nc(-c3cccnc3)nc3ccccc23)cc1	·	6%	-56%	0%	0.0%	·	·

Given in transposed form: part of the list above
1: CC(=O)c1cccc(NC(=O)CCNS(=O)(=O)c2cccc3nonc23)c1
2: COC(=O)CCC(=O)N1CCCC(CO)(Cc2ccccc2C)C1 (centres undefined)
3: CCC(=O)Nc1ncc2c(n1)CC(c1ccco1)CC2=O (centres undefined)
4: C=CCN1CCc2nc(N)sc2CC1
5: COc1ccc(C2=NOC(C(=O)NCCN3CCOCC3)C2)cc1 (centres undefined)
6: COc1cccc(-n2nnnc2S(C)(=O)=O)c1
7: S=c1[nH]nc(-c2ccncc2)n1/N=C/c1cccc2ccccc12
8: CC1CCCCC1NC(=O)CCCCCn1c(=S)[nH]c2ccccc2c1=O (centres undefined)

Screen / compound no. | 1 | 2 | 3 | 4 | 5 | 6 | 7 | 8
LMNA splice mod | 6%[9.22 µM] | 6%[46 µM] | -8% | ? | 24% | ? | -2% | 5%[46 µM]
CBFb-RUNX1 inh | -4% | 3% | 2% | 7%&-1%&3% | 2% | 3% | 12% | 7%
NPSR antagonist | 2% | 8% | -1%[46.1 µM] | -1% | -6%[46.1 µM] | 10µM* | -11% | -27%
GLA spleen mod | -2% | 11% | 6% | 3%&3%&0% | 0% | 5% | -6% | -5%
Epigenetic reg | 0.1% | -5.1% | -1.0% | 0.0%&0.0% | -1.3% | -1.3% | 0.1% | 1.1%
IMPase Li cell | 1% | 6% | -6% | 6%&3% | -5%[38.3 µM] | 28%[38.3 µM] | 2% | 9%
KinaseGlo FLuc | 0% | 2% | -3% | -3% | -2% | 4% | 5% | 1%

9: Cc1ccc(NC(=O)c2ccc(Cl)nc2)cc1
10: Cc1coc2c(C)c3oc(=O)c4c(c3cc12)CCCC4
11: CCc1cccc(C)c1NC(=O)COC(=O)c1ccc2c(c1)S(=O)(=O)c1ccccc1C2=O
12: CCOC(=O)c1ccc(NC(=O)Cn2cccc2)cc1

Screen / compound no. | 9 | 10 | 11 | 12
LMNA splice mod | 2%[46 µM] | -5% | -8% | ?
CBFb-RUNX1 inh | 5% | 0% | 10% | -2%
NPSR antagonist | -2% | -4%[46.1 µM] | 16% | -3%[46.1 µM]
GLA spleen mod | 7% | 3% | 3% | 1%
Epigenetic reg | -2.6% | 0.0% | 0.9% | -0.9%
IMPase Li cell | 2% | 26%[38.3 µM] | -5% | 5%[38.3 µM]
KinaseGlo FLuc | 0% | -1% | 3% | -1%

Other structures follow:
cpd	canonical_smiles	LMNA splice mod	CBFb-RUNX1 inh	NPSR antagonist	GLA spleen mod	Epigenetic reg	IMPase Li cell	KinaseGlo FLuc
21	CCOC(=O)Cc1cnc(NC(=O)CSc2nc(C)cc(C)n2)s1	·	3%	10%	8%	-1.4%	-3%	15%
22	COc1ccc(CCNC(=O)COc2ccccc2[N+](=O)[O-])cc1OC	·	?	-5%	-7%	-1.2%	·	·
23	N#CC(C(=O)NC1CCCCC1)c1nc2ccccc2nc1N1CCN(c2ccc(F)cc2)CC1 (centres undefined)	1%	-3%	-5%[46.1 µM]	-2%	6.1%	9%[38.3 µM]	-1%
24	CCOC(=O)C1=C(C)c2ccccc2OC1(C)C(=O)OCC (centres undefined)	·	14%[89.1 µM]	·	?	5.3%	-2%	-1%[39.9 µM]
25	CCOC(=O)/C(C#N)=C\C=C1C=CN(C)C=C1	15%	-7%	13µM*	2%	12%	44%[activator][38.3 µM]	-4%
26	Cc1onc(-c2ccccc2Cl)c1C(=O)Nc1ccc(S(=O)(=O)NCC2CCCO2)cc1 (centres undefined)	9%	9%	-10%[46.1 µM]	-3%	1.1%	22%[38.3 µM]	3%
27	O=C1NC2(CCCCC2)C(=O)N1Cc1cc(=O)n2ccsc2n1	-10%[46 µM]	-9%	12%	0%	-0.2%	8%	2%
